BCLXL inh = Bcl-xL (human) inhibition; Q07817; GST-Bcl-xL / FITC-Bim BH3 peptide fluorescence polarization; inhibition, % at 10.9 µM; 0.7% of 320,000 active; AID 2129;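 active means inhibition above the mean of all tested compounds plus 3 SD, cutoff set per campaign, cut at about 30% in these data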;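 further: 0% = DMSO wells and 100% = unlabeled Bim-BH3 peptide competitor; inhibitors lower millipolarization by displacing the labeled peptide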
GLD-1 RNA inh = GLD-1-TGE RNA interaction inhibition (C. elegans); Q17339; purified GLD-1 + fluorescein TGE RNA, fluorescence polarization; inhibition, % at 5.96 µM; 0.44% of 320,000 active;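 active means percent inhibition above a per-plate cutoff, the plate mean of test compounds plus 3 SD, cut at about 30% in these data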;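 further: 0% = DMSO wells with GLD-1 and probe and 100% = wells lacking GLD-1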
Fam108B counter = Fam108B inhibition, counter-screen for RBBP9 inhibitors; recombinant Fam108B, FP-Rh probe fluorescence polarization; inhibition, % at 9.51 µM; 0.33% of 300,000 active; AID 1947;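 active means inhibition above the screen mean inhibition plus 3 SD, computed separately per campaign, cut at about 18% in these data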;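 further: inhibitors lower polarization as less probe binds the enzyme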
GRK2 inh = human GRK2 inhibition via aptamer displacement; 0.59% of 330,000 active; bead flow cytometry, FAM-aptamer displacement from GRK2; inhibition of aptamer binding, % at 10 µM; AID 488847;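 active means inhibition of aptamer binding above 40%, roughly 3 SD of noise, on plates passing a quality check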;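 further: median bead fluorescence of bound FAM aptamer so fluorescent compounds give negative values; no value below 0 was filed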
Target sequence (P25098 whole entry, looked up): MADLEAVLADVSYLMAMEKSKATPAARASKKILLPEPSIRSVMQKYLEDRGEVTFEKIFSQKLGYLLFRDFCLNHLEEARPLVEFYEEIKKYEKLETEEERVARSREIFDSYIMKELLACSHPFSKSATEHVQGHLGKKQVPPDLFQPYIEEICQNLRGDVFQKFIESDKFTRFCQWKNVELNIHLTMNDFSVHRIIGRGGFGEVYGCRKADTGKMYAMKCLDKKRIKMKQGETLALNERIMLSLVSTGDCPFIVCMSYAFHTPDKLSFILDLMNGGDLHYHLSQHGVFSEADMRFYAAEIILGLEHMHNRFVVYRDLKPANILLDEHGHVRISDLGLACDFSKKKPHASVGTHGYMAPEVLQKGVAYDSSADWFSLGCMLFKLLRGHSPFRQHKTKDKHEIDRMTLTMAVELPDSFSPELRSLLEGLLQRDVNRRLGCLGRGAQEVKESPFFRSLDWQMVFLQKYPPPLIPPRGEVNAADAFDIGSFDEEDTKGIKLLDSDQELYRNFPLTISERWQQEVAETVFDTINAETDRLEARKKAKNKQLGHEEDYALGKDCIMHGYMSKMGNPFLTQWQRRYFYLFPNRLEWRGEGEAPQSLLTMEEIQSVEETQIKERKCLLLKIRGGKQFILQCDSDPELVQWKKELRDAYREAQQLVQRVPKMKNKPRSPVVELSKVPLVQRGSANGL
MCL1-BIM inh = inhibitors of human MCL1 binding to BIM-BH3 peptide; inhibition, % at 10.9 µM; Q07820; AID 2057; 0.68% of 320,000 active; GST-MCL1 / FITC-Bim-BH3 fluorescence polarization;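 active means inhibition above the mean inhibition of all tested compounds plus 3 SD, set per campaign, cut at about 40% in these data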;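 further: 0% = DMSO wells and 100% = unlabeled Bim-BH3 peptide control; higher means more loss of mP so more displacement of Bim peptide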
Efflux pump mplx = antifungal efflux pump inhibition, Nile Red retention; 0.44% of 330,000 active; S. cerevisiae Candida pump triplex; inhibition, % at 10 µM; AID 485275;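 active means plate passing quality check with inhibition over a set limit, or well fluorescence over plate mean plus 4 SD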;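 further: Nile Red retained in pooled yeast measured as flow cytometry median fluorescence; 0% = buffer negative control and 100% = Enniatin B positive control; higher means more Nile Red kept so more efflux inhibition; some compounds called inactive have numbers as strong as hits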
VLA-4 inh = inhibition in a human VLA-4 binding assay | VLA-4 expressing cells, ligand binding flow cytometry | P13612 | inhibition, % (about 7 µM as worked out from the volumes in the protocol) | 0.2% of 330,000 active; in the data active means inhibition above about 50%
MEX-5 binding = C. elegans MEX-5 TCR-2 RNA binding activity. Q9XUB2. MEX-5/FITC-TCR2 RNA binding, fluorescence polarization; hits give low values. activity score (negative = inhibition of binding), % at 10 µM. 0.38% of 300,000 active;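 active means inhibition past about -25% in most replicates, and total fluorescence under double the plate's negative control median, limit read from the data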;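 further: 0% = DMSO and -100% = 5 µM competing unlabeled TCR2 RNA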
PME-1 inh = PME-1 (human) inhibition | Q9Y570 | recombinant PME-1, FP-Rh probe fluorescence polarization | inhibition, % at 5.9 µM | 0.53% of 320,000 active | AID 2130;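 active means inhibition above the campaign mean of all compounds plus 3 SD, cut at about 26% in these data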;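 further: competitive labeling of PME-1 active site by serine hydrolase directed probe; 0% = PME-1 with DMSO and 100% = wells lacking PME-1 enzyme; inhibitors block probe labeling so polarization falls and inhibition rises; many of its hits are not listed in these tables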
Target sequence (Q9Y570 whole entry, looked up): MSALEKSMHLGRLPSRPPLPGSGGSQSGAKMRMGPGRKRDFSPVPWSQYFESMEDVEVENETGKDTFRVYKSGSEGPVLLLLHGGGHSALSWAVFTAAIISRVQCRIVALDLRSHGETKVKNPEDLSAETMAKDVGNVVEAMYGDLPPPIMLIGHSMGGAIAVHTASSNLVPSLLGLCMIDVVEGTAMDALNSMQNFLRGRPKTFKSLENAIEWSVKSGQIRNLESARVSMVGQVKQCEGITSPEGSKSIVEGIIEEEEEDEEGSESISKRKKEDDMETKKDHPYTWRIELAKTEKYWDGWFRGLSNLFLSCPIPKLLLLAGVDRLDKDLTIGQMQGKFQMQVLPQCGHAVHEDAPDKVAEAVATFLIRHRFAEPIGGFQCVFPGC
* hit, by the source's call; . = not tested or not shown.

SMILES	BCLXL inh	GLD-1 RNA inh	Fam108B counter	GRK2 inh	MCL1-BIM inh	Efflux pump mplx	VLA-4 inh	MEX-5 binding	PME-1 inh
Cc1ccc(C(=O)N(Cc2nc3ccccc3c(=O)[nH]2)C2CCCC2)cc1	0	3	-2	5	-2	0.4	-2	1.5	-1
O=C1N(c2ccc(Cl)cc2)C(c2ccc(Cl)cc2)N2CCCN12 (stereo not given)	2	1	-5	4	2	-0.4	6	-1.6	0
CC(C)Cc1nnc(NC(=O)CN2C(=O)c3ccccc3C2=O)s1	4	1	-1	0	-1	0.0	4	0.8	-4
O=C(Nc1ccc(F)cc1)C1CCN(C(=O)NCc2ccccc2)CC1	0	-5	2	1	4	0.1	9	0.0	-4
CCc1ccc(C(=O)NN(C(=O)c2ccc(CC)cc2)C(C)(C)C)cc1	4	-5	1	2	7	0.5	-4	-1.9	-4
O=C(c1ccc(N2CCCC2=O)cc1)N1CCOCC1	-32	-51	0	2	-53	0.2	9	0.6	2
CCN1CCN(Cc2ccc(NC(=O)c3ccc(C)c(NC(=O)c4ccno4)c3)cc2C(F)(F)F)CC1	4	-3	0	0	3	-0.1	15	2.7	3
CS(=O)(=O)c1ccc(Cl)c(NC(=O)CSC(=S)N2CCCC2)c1	4	0	4	2	7	2.6	-9	4.8	2
Cc1ccc(N(C(C)C(=O)Nc2cc(Cl)ccc2Oc2ccccc2)S(C)(=O)=O)cc1 (stereo not given)	-2	-4	-4	2	-3	0.0	24	1.0	1
COc1ccc(Cl)cc1NC(=O)N1CCN(C2CCCCC2)CC1	-1	2	0	1	0	0.1	6	-0.5	-2
O=C(NCCCCc1ccccc1)C1CC(c2ccccc2[N+](=O)[O-])=NO1 (stereo not given)	-1	1	-2	3	-3	-0.1	11	0.8	3
O=C(CCC(=O)N1CCOCC1)c1ccc(F)cc1	1	1	-2	2	-7	-0.2	-12	3.0	5
COc1ccc(CNC(=O)CN(c2ccccc2)S(=O)(=O)N(C)C)cc1	3	6	3	1	-1	0.1	-2	-2.0	-3
CCN(CC(=O)NCc1ccc(Cl)cc1)C(=O)CSc1ccc(Br)cc1	-2	2	-1	2	-11	-1.1	-11	-0.9	4
COc1ccccc1NC(=O)CN1CCC(C(=O)c2ccc(F)cc2)CC1	5	6	-5	1	6	0.1	5	-0.6	-13
Cc1cc(C(=O)COC(=O)CN(C)S(=O)(=O)c2ccc(Cl)cc2)c(C)n1Cc1cccs1	8	9	0	0	0	-0.1	-101	-3.3	1
COc1ccc(OCCCN2CCCCCC2)cc1	4	3	-1	0	-1	-0.3	1	-0.2	-5
CC(NC(=O)c1ccncc1)c1ccccc1 (stereo not given)	-1	-5	-1	.	0	0.1	7	1.7	-6
Cc1cc(=O)oc2c3c(cc(OCC(=O)Nc4cccnc4)c12)OC(C)(C)CC3	7	-10	-2	7	3	-0.1	3	3.5	2
CC[C@H](C)C(C(=O)N1CCN(C(=O)OC(C)(C)C)CC1)n1cc(C(CO)NC(=O)OC(C)(C)C)nn1 (stereo not given in full)	5	3	-1	1	-1	0.0	10	1.6	-6
CC[C@@]1(C(=O)OC)N[C@H](CN(C)S(=O)(=O)c2ccc(C(C)(C)C)cc2)[C@@H]2C(=O)N(Cc3ccccc3)C(=O)[C@@H]21	.	-2	.	0	.	0.1	31	.	.
Cc1ccc(-c2ccccc2)n1-c1cccc(C(=O)O)c1	4	-3	0	0	5	-0.1	1	3.0	0
CC(C)NC(=O)c1ccc(Sc2ccccc2)c([N+](=O)[O-])c1	-2	4	-2	0	0	0.0	11	2.1	2
O=c1cc(CO)oc(CN2CCN(CCO)CC2)c1O	5	-1	1	1	5	-0.2	8	-1.0	4
COc1ccc(OC)c(C(c2nnnn2CC2CCCO2)N2CCN(C)CC2)c1 (stereo not given)	7	7	5	0	7	-0.1	-7	-1.3	1
CC(CCN1CCN=C1N(C)C)c1ccccc1 (stereo not given)	1	2	-3	4	3	0.0	29	.	6
CC(C)CNC(=O)CC(=O)N/N=C/c1cccs1	2	3	2	0	-1	0.2	6	-0.9	-5
COc1ccc(C(=O)N/C(=C\c2cn(S(=O)(=O)N(C)C)c3ccccc23)C(=O)N2CCN(C)CC2)cc1	4	-3	0	2	6	-0.2	4	-0.4	3
O=C(O)CN1C(=O)C(=O)N(Cc2cccc(F)c2)C1=O	1	1	3	2	-5	-0.1	3	-0.9	-4
Cc1ccc(NC(=O)CNC(=O)c2cccs2)nc1	-2	-3	9	0	-2	0.0	-5	2.0	2
C(=C\c1nnc(-c2cccs2)o1)/c1ccccc1	8	1	4	2	4	-0.1	8	-2.0	-8
COc1ccccc1CNC(=O)C(=O)NCC1OCCN1S(=O)(=O)c1ccc2c(c1)OCCO2 (stereo not given)	-1	-3	-6	41*	0	0.2	4	5.1	2
O=c1ccn(Cc2ccccc2Cl)cc1	6	1	-6	3	-3	0.1	4	-0.1	-2
CN(CC(=O)NCc1ccccn1)S(=O)(=O)c1ccccc1	2	1	3	1	7	-0.1	6	-1.0	1
COCc1c(C(=O)N/N=C(/C)c2ccc(OCc3ccccc3)cc2)nnn1-c1nonc1N	-8	-6	-5	0	-18	0.5	-2	2.2	1
CC(C)(C)n1nnnc1C(c1cccc(C#N)c1)N1CCCCCC1 (stereo not given)	2	-3	12	1	-1	0.0	6	-1.4	0
COCCN(C(=O)CSc1nnc(-c2cccc(C)c2)n1C)c1c(N)n(Cc2ccccc2)c(=O)[nH]c1=O	-12	2	-2	1	-2	0.1	4	.	3
Cc1ccc(C)c(N2CCN(c3ccc([N+](=O)[O-])cn3)CC2)c1	5	-5	0	0	7	-0.1	-5	-0.8	-2
CCCCCC(=O)N/N=C/c1cc(Br)c(O)c(OC)c1	8	2	-4	2	3	-0.3	-2	-0.8	3
CCOC(=O)Cc1csc(NC(=O)COc2cc(C)cc(C)c2)n1	5	2	0	0	-2	0.1	1	-0.6	1
CC(=O)c1ccc(N2CCN(C(=O)c3cc4c(C)nc5ccccc5c4o3)CC2)cc1	1	0	-2	0	1	0.0	3	-0.8	-1
CCN1C(=O)[C@H]2[C@@H](c3ccc(-c4ccc(F)cc4)c(OC)c3)N[C@@](Cc3ccccc3)(C(=O)OC)[C@H]2C1=O	.	7	.	0	.	-0.2	-3	.	.
CCOC(=O)Nc1nc(C)c(C(=O)N(C)C)s1	2	2	0	1	0	-0.2	2	0.2	-1
Cc1cccc2nc(-c3ccco3)c(Nc3ccc4c(c3)OCO4)n12	2	1	2	3	-4	-0.2	-19	-3.9	2
O=CN1CCN(CC(O)Cn2c3ccccc3c3ccccc32)CC1 (stereo not given)	3	7	0	1	-3	0.3	1	-0.6	1
COc1ccc([C@H]2CC(=O)C=C(c3cccc(NC(C)=O)c3)C2)cc1	-3	0	.	0	-3	-0.2	3	.	4
CCOCCCn1c(=NC(=O)c2cccs2)c(C#N)cc2c(=O)n3cccc(C)c3nc21	138*	106*	1	8	151*	-0.1	11	-37*	4
Cc1cc(NC(=O)COc2ccc(Cl)cc2Cl)n(-c2ccccc2)n1	15	11	-2	2	5	-0.2	9	1.4	-9
O=C(O)CCCC[C@@H]1SC[C@@H]2NC(=O)N[C@@H]21	1	0	-1	0	-2	0.1	-19	1.9	2
O=C(CN1C(=O)NC2(CCCC2)C1=O)NCc1ccc(F)cc1	.	-2	.	0	.	-0.1	2	.	.
CCn1c(=O)c2c(nc3n2CCCN3CCc2ccccc2)n(C)c1=O	0	11	3	0	1	-0.1	-8	0.8	-1
COc1ccc(C(=O)NCC(=O)Nc2ccccc2)cc1OC	4	6	0	0	7	0.1	4	-3.1	0
C=CCNC(=O)N1CCCC(C(=O)c2cccc(OC(C)C)c2)C1 (stereo not given)	2	0	3	3	12	0.0	6	-0.3	-5
Fc1ccc(/C=C\c2nccc3c2[nH]c2ccccc23)cc1	2	-13	19*	2	-3	0.0	10	-4.8	-33
O=C(NC1CCCCC1)c1nn2c(C(F)(F)F)cc(-c3ccco3)nc2c1Br	3	-6	-3	1	-5	0.1	2	-3.2	2
CNC(=O)NC(=O)Cn1nc2n(c1=O)-c1ccccc1SC2	6	2	2	0	6	-0.2	-8	-0.2	2
CSCCC(NC(=O)c1ccco1)C(=O)OCC(=O)Nc1ncc(Cl)c(C)c1Cl (stereo not given)	18	5	-4	7	13	0.0	1	-1.0	3
Cc1nn(CCCC(=O)Nc2nccs2)c(C)c1[N+](=O)[O-]	5	-2	0	1	3	0.1	1	1.6	-6
CC(C)(C)c1ccc(/C=N/NC(=O)c2ccccn2)cc1	4	8	-2	0	1	-0.1	10	-1.6	-9
COc1ccc(OCC(=O)NNC(=O)c2cccc(S(=O)(=O)N(C)C)c2)cc1	10	4	3	0	12	-0.1	3	-1.5	1

Exported as comma-separated lines: entries from further up.
Compound,BCLXL inh,GLD-1 RNA inh,Fam108B counter,GRK2 inh,MCL1-BIM inh,Efflux pump mplx,VLA-4 inh,MEX-5 binding,PME-1 inh
Cc1cc(NC(=O)COc2ccc(Cl)cc2Cl)n(-c2ccccc2)n1,15,11,-2,2,5,-0.2,9,1.4,-9
O=C(O)CCCC[C@@H]1SC[C@@H]2NC(=O)N[C@@H]21,1,0,-1,0,-2,0.1,-19,1.9,2
O=C(CN1C(=O)NC2(CCCC2)C1=O)NCc1ccc(F)cc1,.,-2,.,0,.,-0.1,2,.,.
CCn1c(=O)c2c(nc3n2CCCN3CCc2ccccc2)n(C)c1=O,0,11,3,0,1,-0.1,-8,0.8,-1
COc1ccc(C(=O)NCC(=O)Nc2ccccc2)cc1OC,4,6,0,0,7,0.1,4,-3.1,0

(continued)
SMILES	BCLXL inh	GLD-1 RNA inh	Fam108B counter	GRK2 inh	MCL1-BIM inh	Efflux pump mplx	VLA-4 inh	MEX-5 binding	PME-1 inh
Cc1cnc(NC(=O)COc2cccc3c2OC(C)(C)C3)s1	4	7	-1	3	3	0.1	-4	1.4	-4
Cc1ccccc1CSCc1nc2ccccc2[nH]1	7	3	0	1	4	0.1	-9	4.5	18
Cc1ccc(S(=O)(=O)NCc2ccc(C(=O)NCc3cccnc3)cc2)cc1	0	-3	-4	0	-1	0.1	2	-0.3	8
CCN1CCN(CCOc2ccccc2OCc2ccccc2)CC1	5	0	-2	0	3	0.0	-3	-0.8	4
COc1ccc([N+](=O)[O-])cc1NC(=O)C(C)Sc1ccc(C)cc1 (stereo not given)	5	-1	-1	0	1	0.0	22	0.7	4
COc1ccccc1CCN1CCCC(CN(C)Cc2ccc(OCCO)cc2)C1 (stereo not given)	5	-2	2	0	5	-0.3	11	-0.1	-3
O=C(Cc1ccc(S(=O)(=O)N2CCCC2)s1)N1CCN(c2ccccc2)CC1	9	3	1	3	6	-0.1	-2	-2.4	-1
O=C(OCc1ccc([N+](=O)[O-])cc1)c1ccccn1	4	-6	4	2	-1	0.0	2	-0.7	0
Cc1c(OCc2ccc(C(=O)O)cc2)ccc2c(-c3ccccc3)cc(=O)oc12	5	6	-5	1	1	0.1	-6	3.3	-8
COc1ccccc1N1CCN(Cc2ccc(OC)c(OC)c2OC)CC1	10	3	0	0	12	-0.1	0	-1.4	6
Fc1ccccc1CSc1ccc(-c2ccco2)nn1	7	4	1	0	9	0.2	-6	.	1
CC(=O)N1CCOc2ccc(S(=O)(=O)NCC3CCC(C(=O)NCCC(C)C)CC3)cc21 (stereo not given)	0	-4	2	1	4	-0.1	0	1.0	2
C[C@@H]1COC(=O)[C@@H](Cc2ccc(F)cc2)C/C=C\C[C@H](CC(=O)N(CCO)Cc2ccccc2)C(=O)N1	.	-1	.	4	.	-0.2	-2	.	.

Source: PubChem BioAssay (several laboratories)

Some of the compounds tested; rates above refer to the full screens.
